TCR CD3 inh: inhibitors of human TCR-CD3 interaction, primary screen, biochemical, fluorescence, TAMRA-labeled TCR probe; inhibition, % at 9.4 µM; T-cell receptor (TCR); hit rate 0.37% among 360,000; AID 651800, 2012; in the data active = inhibition above about 19%;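 note: recombinant mutant TCR 2C K166C tagged with TAMRA read by polarization; 0% = receptor in buffer alone and 100% = receptor with positive control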
PRMT1 inh: PRMT1 methyltransferase inhibitors, primary screen, biochemical, fluorescence polarization. inhibition, % at 2.79 µM. recombinant PRMT1, activity-based probe fluorescence polarization. Protein arginine N-methyltransferase 1 (Homo sapiens), Q99873. AID 652257, 2013. hit rate 1.3% among 370,000;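 active = inhibition above about 21% made by adding two undisclosed values, limit read from the data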
Target sequence (Q99873 whole entry, looked up): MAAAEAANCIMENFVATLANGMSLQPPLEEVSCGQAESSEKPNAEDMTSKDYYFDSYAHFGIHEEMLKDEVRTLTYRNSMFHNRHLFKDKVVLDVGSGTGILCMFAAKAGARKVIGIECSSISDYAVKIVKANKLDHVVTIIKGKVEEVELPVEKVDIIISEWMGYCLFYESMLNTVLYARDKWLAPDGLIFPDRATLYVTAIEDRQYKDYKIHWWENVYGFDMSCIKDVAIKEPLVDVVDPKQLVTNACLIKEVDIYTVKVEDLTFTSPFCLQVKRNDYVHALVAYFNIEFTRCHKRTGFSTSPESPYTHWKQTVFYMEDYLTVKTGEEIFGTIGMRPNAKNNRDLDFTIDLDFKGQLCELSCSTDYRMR
mABHD4 FP: ABHD4 inhibitors, primary screen, biochemical, fluorescence polarization, mouse. purified mABHD4, FP-Rh probe fluorescence polarization. inhibition, % at 8.92 µM. hit rate 0.54% among 370,000;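 active = inhibition exceeding the mean over every tested compound plus 3 SD, cut at about 30% in these data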;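 note: 0% = plate median of compound wells and 100% = S159A mutant with DMSO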
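assay system = mABHD4 protein | compound dosing = single nominal dose of 8.92 µM, 0.89% DMSO final | read-out basis = percent inhibition of probe binding, normalized to plate controls | schedule = Enzyme–compound pre-incubation 45 min, then probe 60 min, both 25 °C | detection = fluorescence polarization, excitation 525 nm, emission 598 nm, BODIPY TMR filters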
HTRA1 inh: HTRA1 serine protease inhibitors, primary screen, biochemical, fluorescence polarization, HTS. recombinant HTRA1, FP-rhodamine activity-based probe. inhibition, % at 5.96 µM. hit rate 0.5% among 340,000; in the data active = inhibition above about 36%;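 note: 0% = enzyme with DMSO and 100% = wells lacking enzyme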
TDP2 inh: human TDP2 enzyme inhibitors, primary screen, biochemical, epi absorbance, recombinant enzyme. T5PNP hydrolysis, p-nitrophenol absorbance 415 nm. inhibition, % at 12.8 µM. hit rate 0.34% among 370,000. AID 720702, 2013;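 active = inhibition above the mean of all tested compounds plus 3 SD, set per campaign, cut at about 25% in these data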;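 note: 0% = DMSO with enzyme and 100% = buffer with substrate but no TDP2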
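test system = human TDP2 enzyme | input = TDP2 enzyme at 120 nM final | medium = 50 mM Tris-HCl pH 7.5 with Mg2+, KCl, DTT, BSA | also added = T5PNP substrate, 5 mM | times = 2 h at 37 °C | technique = epi absorbance | benchmarks = high control without enzyme, low control DMSO plus TDP2 | replication = each compound tested once, singlicate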
MBD2 inh: inhibitors of MBD2 binding to methylated DNA, primary screen, biochemical, TR-FRET, DNA-binding domain, human | hit rate 0.31% among 370,000 | inhibition, % at 4.4 µM | MBD2 binding to methylated oligonucleotide; in the data active = inhibition above about 13%
Target sequence (Q9UBB5 whole entry, looked up, the tested form may be a part): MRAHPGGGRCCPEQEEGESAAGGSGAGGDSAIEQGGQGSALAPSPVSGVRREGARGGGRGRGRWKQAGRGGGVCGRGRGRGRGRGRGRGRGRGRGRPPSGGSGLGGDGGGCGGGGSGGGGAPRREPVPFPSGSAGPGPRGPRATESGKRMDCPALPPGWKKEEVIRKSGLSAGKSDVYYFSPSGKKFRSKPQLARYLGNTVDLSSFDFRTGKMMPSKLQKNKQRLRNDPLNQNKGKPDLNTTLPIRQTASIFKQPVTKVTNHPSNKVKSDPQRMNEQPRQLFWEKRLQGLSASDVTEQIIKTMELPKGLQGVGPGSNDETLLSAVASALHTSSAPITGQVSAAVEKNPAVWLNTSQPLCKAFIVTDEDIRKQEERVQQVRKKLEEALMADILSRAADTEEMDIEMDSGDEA
rCAG binder: binders of r(CAG) RNA repeats, primary screen, biochemical, fluorescence; r(CAG) RNA repeat, TO-PRO-1 dye displacement fluorescence; inhibition, % at 3 µM; hit rate 1.3% among 370,000;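 active = inhibition above the plate cutoff, the mean of all test compounds on that plate plus 3 SD, cut at about 35% in these data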;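 note: 0% = DMSO alone and 100% = 100 µM mitoxantrone as full dye displacement; higher means more dye released from RNA so lower well fluorescence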
GC-B act: human GC-B receptor activators, primary screen, HEK293 GC-B cells, cGMP TR-FRET, EC30 CNP. hit rate 0.11% among 370,000. Atrial natriuretic peptide receptor 2 (Homo sapiens), P20594. 0% at EC30 CNP, 100% saturating CNP. activation, % at 10 µM. AID 1920062, 2024;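 active = activation at 10 µM reaching about 35% in either raw or pattern-adjusted values, limit read from the data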
LEDGF integ inh: blockers of LEDGF/p75-dependent integrase strand transfer – biochemical, TR-FRET, high throughput, primary screen; HIV-1 integrase (with human LEDGF/p75); TR-FRET IN-LEDGF/p75 DNA integration, Eu/Cy5; inhibition, % at 3.7 µM; hit rate 0.64% among 370,000;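 active = inhibition above the screen-wide mean plus 3 SD, cut at about 13% in these data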;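 note: signal is the Cy5 over europium emission ratio at 671 and 618 nm; 0% = plate median of compound wells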
SIAE inh: human SIAE inhibitors, primary screen, biochemical, fluorescence polarization, FP-Rh probe, 1536-well HTS | hit rate 0.69% among 370,000 | SIAE FP-Rh probe binding | inhibition, % at 9.66 µM | Sialate O-acetylesterase (Homo sapiens), Q9HAT2;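 active = inhibition above a cutoff: mean of compounds within the control limits plus 3 SD of those, cut at about 17% in these data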;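 note: 0% = plate median of compound wells and 100% = probe without SIAE protein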
* marks the source's active call; other numbers are inactive results; / = no result given. Not all compounds are listed; rates above refer to the full screens.

SMILES | TCR CD3 inh | PRMT1 inh | mABHD4 FP | HTRA1 inh | TDP2 inh | MBD2 inh | rCAG binder | GC-B act | LEDGF integ inh | SIAE inh
Cn1cc(Br)c(-c2cccc(NC(=O)CCCC(=O)O)c2)n1 | -7 | 3 | 4 | -3 | 1 | 2 | -3 | 1 | 0 | -7
Cc1ccc(S(=O)(=O)N2CCC(=O)N(C(COCc3cccc(C)c3)C(C)C)CC2)cc1 (centres undefined) | -5 | -3 | -3 | -6 | -12 | 3 | -2 | -6 | 1 | -4
CSCCC(NC(=O)C1CCC(C)CC1)C(=O)OCC(=O)c1ccc(Cl)cc1 (centres undefined) | -4 | 2 | -3 | -3 | 0 | -1 | -2 | 5 | -2 | -1
CN1CCC(N(C)C(=O)/C(C#N)=C/c2ccc(OC(F)F)cc2)CC1 | -4 | 0 | -2 | -3 | 8 | 3 | -2 | 0 | -3 | -1
COc1ccc(CCNC(=O)CCC(=O)N2CCN(S(=O)(=O)c3ccccc3)CC2)cc1OC | 2 | 1 | 0 | -1 | 8 | 2 | -8 | 6 | -1 | -1
CC(C)CC(=O)NC(=S)Nc1cc(C(=O)O)ccc1Cl | 0 | -1 | 4 | 1 | 7 | -2 | 2 | 7 | 2 | -3
Cc1ccc(N(CC(=O)NCc2ccco2)C(=O)CCC(=O)Nc2nccs2)cc1 | -1 | 4 | 6 | -1 | 3 | 2 | -5 | 1 | -3 | 0
Cc1cc(C(=O)COC(=O)c2n[nH]c(=O)c3ccccc23)c(C)n1C | -2 | -1 | 5 | -4 | 19 | -1 | 4 | 5 | 3 | -3
COc1ccccc1NC(=O)N1CCCC1C(=O)NCc1ccc(F)cc1 (centres undefined) | -8 | 4 | 5 | -1 | 3 | -1 | -2 | 2 | 1 | -3
CCCCNC(=O)c1nc(C2CCNCC2)oc1-c1cccc(C(F)(F)F)c1 | 1 | -4 | -2 | / | -12 | 1 | 8 | -4 | 6 | -3
COc1ccc(CSc2nnc(SCC(=O)Nc3ccccc3-c3ccccc3)s2)cc1 | / | -1 | -12 | / | -4 | 3 | 9 | 3 | -1 | -6
CC(=O)N(C)c1nc(-c2ccc(Cl)cc2)cs1 | 7 | -3 | -10 | -3 | 4 | -5 | -1 | -3 | 1 | 3
CCCCNC(=O)C1=C(N)C(C(=O)Nc2ccc(C)c(S(=O)(=O)N3CCCCC3)c2)SC1=Nc1ccc(C)cc1C (centres undefined) | 6 | 2 | -85 | -70 | -5 | -7 | 15 | 1 | 0 | -54
O=C(c1ccc(Cl)cc1)c1ccc(CN2C(=O)c3ccccc3C2=O)o1 | 12 | -2 | -9 | -3 | -9 | -3 | -2 | 0 | -1 | 1
Cc1ccc(Cc2c(-c3ccc(C#N)cc3)nc3ccc(Br)cn23)cc1 | -1 | -1 | -4 | -30 | -1 | 11 | 15 | 33 | 1 | -1
COC(=O)c1sc2ccccc2c1NC(=O)c1ccc(S(=O)(=O)N2CCC(C)CC2)cc1 | 3 | 2 | 2 | -1 | 3 | -2 | 2 | -7 | -1 | -15
COc1ccccc1C(=O)NCCc1nc2ccccc2n1C | 1 | 0 | 2 | 5 | 0 | -4 | -4 | 3 | -1 | 3
CCOCCCNC(=O)c1oc2ccc(S(=O)(=O)N3CCOCC3)cc2c1C | -5 | 3 | 4 | -3 | -4 | -2 | 2 | 4 | -5 | -2
O=C(CCCCCCCC(=O)c1ccccc1)c1ccccc1 | 2 | -3 | -4 | -13 | 6 | -3 | 4 | 2 | 2 | -2
Cc1ccc(-c2nc3cc(Cl)ccc3o2)cc1 | 2 | 0 | 4 | 2 | -6 | 0 | 2 | -4 | 2 | -1
CCN(CC)C(C(=O)Nc1ccc2c(c1)OCO2)c1ccccc1 (centres undefined) | -3 | 0 | 2 | -3 | 11 | -1 | -1 | -5 | -1 | 2
O=C(/C=C/c1ccccc1)c1ccc2c(c1)OCO2 | -4 | -1 | -2 | 8 | 15 | 3 | 0 | 0 | -5 | -4
Cc1cc(C(=O)NCc2ccccc2Br)no1 | 7 | 0 | 1 | -8 | 3 | 1 | 0 | 0 | 2 | -4
O=C(CSc1nnc(COc2ccccc2)n1-c1ccc(Cl)cc1)Nc1ccccc1-c1ccccc1 | / | -11 | -13 | / | -6 | 0 | 7 | -16 | 5 | -4
CN(CC(=O)Nc1cccc(F)c1)C(=O)C1CC(=O)N(Cc2ccccc2)C1 (centres undefined) | 1 | 0 | -5 | 1 | -11 | -2 | -2 | 1 | -2 | -3
The list continues.
SMILES | TCR CD3 inh | PRMT1 inh | mABHD4 FP | HTRA1 inh | TDP2 inh | MBD2 inh | rCAG binder | GC-B act | LEDGF integ inh | SIAE inh
Cc1ccccc1NC(=O)C1C2CCCC1C2c1ccccc1 (centres undefined) | -7 | 0 | 3 | -8 | 4 | 0 | -4 | -4 | 1 | 4
O=C1CC(Sc2nnc(-c3ccccc3O)o2)C(=O)N1c1ccccc1 (centres undefined) | -2 | 66* | 9 | -2 | 2 | -3 | 1 | / | 1 | -3
CC1Sc2ccc(S(=O)(=O)N3CCN(c4cccc(Cl)c4)CC3)cc2NC1=O (centres undefined) | 6 | -2 | 0 | -36 | 5 | -2 | 5 | -10 | 2 | -17
COc1cc(C(=O)NCCC(=O)NCc2ccc3c(c2)OCO3)cc(OC)c1OC | -2 | 3 | -8 | 6 | -4 | 1 | 1 | -4 | -1 | 3
C#CCOCCOCCOCCNc1nc(N2CCOCC2)nc(N2CCN(C(=O)[C@H](Cc3cc4ccccc4[nH]3)n3cc([C@@H](N)C(C)CC)nn3)CC2)n1 (some centres undefined) | -2 | -2 | 6 | 0 | 4 | 2 | -4 | 5 | 2 | 8
O=C(Nc1nnc([C@@H]2C[C@H](O)[C@@H](CO)O2)s1)c1c(F)cccc1F | -2 | -1 | -2 | / | -3 | 2 | -1 | 5 | -2 | -2
CC(C)(C)NC(=O)C1Cc2ccccc2CN1C(=O)Nc1ccccc1Cl (centres undefined) | -5 | -1 | 0 | 0 | 8 | 1 | -2 | 7 | 1 | 5
CC(Oc1ccccc1)C(=O)NNS(=O)(=O)c1ccc([N+](=O)[O-])cc1 (centres undefined) | -7 | 5 | 6 | -4 | -4 | 5 | -1 | -3 | -4 | -2
O=C(NCCc1c[nH]c2ccccc12)c1c(Cl)nc2sccn12 | 5 | -1 | 5 | -1 | -9 | -4 | 2 | -1 | -3 | 7
CC(=O)Nc1ccc(S(=O)(=O)NC2CC(=O)N(c3ccc(C)cc3)C2)cc1 (centres undefined) | 0 | -5 | -5 | 4 | -9 | -1 | 2 | -4 | 1 | -1
COCCCNC(=O)Nc1ccc2c(c1)N(C)C(=O)CS2 | -4 | 2 | -2 | 0 | 7 | 5 | 0 | -2 | 1 | 6
O=C(NN1CCN(Cc2ccccc2Cl)CC1)c1ccc(Cl)cc1 | -7 | 2 | -5 | 4 | 8 | -1 | -2 | -2 | -1 | 2
CC1=C(C(=O)N(C(C)C)C(C)C)CC(CC(=O)NCCCN(C)C)C(=O)N1Cc1ccc(F)cc1 (centres undefined) | 1 | 1 | 0 | / | 1 | -2 | 2 | 0 | -3 | 0
CCOC(=O)N1CCC(NC(=O)CCC(=O)N2CCOc3ccc(Cl)cc32)CC1 | 4 | 0 | 2 | -4 | 16 | -3 | -5 | 6 | 3 | -8
COc1ccc(Cn2c(=O)[nH]c3cc(C(=O)Nc4ccc(N5CCN(C)CC5)cc4)ccc32)cc1 | -4 | -1 | 17 | 4 | -4 | 4 | 0 | 4 | 3 | 10
C=CCN(C(=O)CCS(=O)(=O)c1cccc2nsnc12)c1ccccc1 | -1 | -1 | -3 | 0 | -12 | -2 | 4 | -5 | 4 | -6
CSCCCNC(=O)c1oc(=O)c2ccccc2c1-c1ccc(C)cc1 | / | 0 | -6 | / | 4 | -4 | -2 | -5 | 0 | 0
OCCN(CC#CCC(O)(c1ccccc1)C1CCCC1)CCO (centres undefined) | 1 | 6 | -1 | 0 | -8 | -2 | -2 | -2 | -1 | -3
C[C@H](CO)N1C[C@H](C)[C@@H](CN(C)Cc2ccc(Oc3ccccc3)cc2)Oc2cc(Br)ccc2S1(=O)=O | 1 | -2 | -1 | -52 | -7 | -4 | 10 | -2 | 1 | -13
COc1ccc(CCNC(=O)C(=O)NCc2ccccc2C)cc1OC | -8 | 3 | 2 | 1 | -4 | -5 | -4 | 3 | -3 | 0
COc1cc(/C=N/n2nnnc2N)ccc1OCC#N | -3 | 1 | 11 | -3 | 10 | -1 | 2 | 2 | -5 | -8
COc1ccc(Cl)cc1C(=O)O/N=C(\N)c1ccc(Cl)cc1 | 3 | -1 | 1 | 4 | -3 | -2 | -2 | -7 | -1 | 1
CCc1sc(C(=O)NNC(=O)CNC(=O)c2ccccc2F)cc1C | 3 | 1 | 5 | 10 | 6 | -4 | 3 | 3 | 1 | 6
COc1c(C(CC(C)C)OC(C)=O)ccc2c1C(=O)OCc1cc(C)cc(O)c1O2 (centres undefined) | -12 | -2 | -17 | -68 | -6 | 0 | 7 | -1 | -3 | -3
Cn1c(CNc2ccc(Cl)cc2)nnc1SCc1ccccc1 | 4 | -2 | 3 | -2 | -2 | 2 | -6 | -4 | 0 | 2
Cc1ccc(NC(=S)NCC(C)C)cc1 | 5 | -4 | 2 | 4 | -3 | 1 | 0 | 8 | 2 | 3
COc1ccc(N2CC(C(=O)NCc3n[nH]c(=O)c4ccccc34)CC2=O)cc1 (centres undefined) | 1 | -4 | 0 | 3 | 7 | -3 | -1 | -1 | 3 | -7
O=C(c1cc2nc(-c3ccco3)cc(C(F)(F)F)n2n1)N1CCN(c2ccc(F)cc2)CC1 | 3 | -1 | 10 | -9 | 3 | 1 | -3 | 4 | 0 | 1
O=C(O)c1ccc(/C=C/c2nc3ccccc3c(=O)[nH]2)cc1 | 2 | -5 | -1 | 7 | 5 | -4 | -1 | 1 | -3 | 3

Rewritten as tab-separated lines: entries from further up
compound	TCR CD3 inh	PRMT1 inh	mABHD4 FP	HTRA1 inh	TDP2 inh	MBD2 inh	rCAG binder	GC-B act	LEDGF integ inh	SIAE inh
CCOC(=O)N1CCC(NC(=O)CCC(=O)N2CCOc3ccc(Cl)cc32)CC1	4	0	2	-4	16	-3	-5	6	3	-8
COc1ccc(Cn2c(=O)[nH]c3cc(C(=O)Nc4ccc(N5CCN(C)CC5)cc4)ccc32)cc1	-4	-1	17	4	-4	4	0	4	3	10
C=CCN(C(=O)CCS(=O)(=O)c1cccc2nsnc12)c1ccccc1	-1	-1	-3	0	-12	-2	4	-5	4	-6
CSCCCNC(=O)c1oc(=O)c2ccccc2c1-c1ccc(C)cc1	/	0	-6	/	4	-4	-2	-5	0	0

From PubChem
